Screening results (PubChem BioAssay)
Mtb UGM inh: M. tuberculosis UGM enzyme inhibitors, primary screen, biochemical, fluorescence polarization, single point; inhibition, % at 10 µM; 320,000 tested, 0.06% active; AID 504406, 2011; UDP-galactopyranose mutase (Mycobacterium tuberculosis (strain ATCC 25618 / H37Rv)), …; purified UGM, fluorescence polarization probe displacement; in the data active = inhibition above about 10%, passing the limit was not always enough
Target sequence (P9WIQ1 whole entry, looked up): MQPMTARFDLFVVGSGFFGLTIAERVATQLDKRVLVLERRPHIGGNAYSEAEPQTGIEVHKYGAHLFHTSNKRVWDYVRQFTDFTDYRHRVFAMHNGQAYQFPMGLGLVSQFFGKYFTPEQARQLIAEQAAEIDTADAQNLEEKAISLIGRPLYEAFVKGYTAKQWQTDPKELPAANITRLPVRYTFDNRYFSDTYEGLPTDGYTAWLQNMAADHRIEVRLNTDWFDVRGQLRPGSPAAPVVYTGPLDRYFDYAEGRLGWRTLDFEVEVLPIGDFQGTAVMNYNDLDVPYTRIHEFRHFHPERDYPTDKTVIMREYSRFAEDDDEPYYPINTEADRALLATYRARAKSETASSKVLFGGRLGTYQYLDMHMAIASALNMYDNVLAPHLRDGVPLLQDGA
* marks the source's active call; other numbers are inactive results.

SMILES | Mtb UGM inh
COc1ccc(C2/C=C\CN(S(=O)(=O)/C=C/c3ccccc3)[C@H](Cc3ccccc3)C(=O)N2Cc2ccc(F)cc2)cc1 (some centres undefined) | 1.0
CCCc1nc2sc3ccccc3c(=O)c2c(=O)n1CCOC | -2.9
C=C(C)C(=O)Nc1cccc(C2=NOC3(C2)C[C@@H](C(N)=O)N(C(=O)c2ccc(Cl)cc2)C3)c1 (some centres undefined) | -0.1
COc1ccc(S(=O)(=O)N(CC(=O)NCc2cccnc2)c2ccc(F)cc2)cc1OC | -0.5
C1CCN=C(NC23CC4CC(CC(C4)C2)C3)CC1 | -0.9
CC1(C)CC(=O)C(N=Nc2cc(S(=O)(=O)N3CCOCC3)ccc2Cl)=C(O)C1 | -3.2
C[C@@H]1CCC2[C@@H](C)C(=O)O[C@@H]3OC4(C)CCC1[C@@]23OO4 (some centres undefined) | -1.9
CCOc1cc(-c2nc(-c3cc(OC)c(OC)c(OC)c3)no2)cc(OCC)c1OCC | -0.6
Cn1c(=O)c2c(nc(CN3CCN(c4ccccc4)CC3)n2CCCc2ccccc2)n(C)c1=O | 3.7
Nc1nc(-c2ccc(-n3nncc3-c3ccco3)cc2)cs1 | -3.7
O=C(CN1N=C(c2ccc(Cl)cc2)CCC1=O)NCc1cccs1 | 3.0
CN(C)CC(O)COc1ccc(-c2ccc(C#N)cc2)cc1 (centres undefined) | 1.1
COc1cc2[nH]c(C(=O)NN)c(N)c2cc1OC | -2.5
S=C(NCC1CCCO1)n1nnc2ccccc21 (centres undefined) | -9.8
CC(=O)[C@]1(O)Cc2c(O)c3c(c(O)c2[C@@H](O[C@H]2C[C@H](N)[C@H](O)[C@H](C)O2)C1)C(=O)c1ccccc1C3=O | 70.3*
CCn1cc(C(=O)Nc2ccc(C)cc2C)c(=O)c2ccc(C)nc21 | 3.4
Cc1cc(C)n(-c2nc(NCC3CCCO3)c3c4c(sc3n2)COC(C)(C)C4)n1 (centres undefined) | -0.4
CCn1cc(CNC(=O)CCSc2nc(-c3ccco3)cc(C(F)(F)F)n2)cn1 | -1.0
O=S(=O)(/N=C/c1c(O)ccc2ccccc12)c1cccs1 | 1.6
CCOC(=O)c1ccc(N2C(=O)CC(NC3CCN(C(=O)c4cccc(Cl)c4)CC3)C2=O)cc1 (centres undefined) | -1.1
CCCCC1C(=O)NC(=S)NC1=O | -0.4
Cc1cc(C)nc(/N=C(/NC(=O)Nc2ccc(Cl)c(Cl)c2)Nc2ccccc2)n1 | -1.0
CN(C)C=Nc1ccccc1C1C=NNC1=O (centres undefined) | -1.6
O=c1c2ccccc2nnn1CSc1nnc2sc3ccccc3n12 | -0.5
COC/C=C/C1=CC2=CC(=O)C(C)(OC(=O)c3ccco3)C(=O)C2=CO1 (centres undefined) | -3.6
SMILES | Mtb UGM inh
CCOc1cc(/C=C2/SC(=S)N(C)C2=O)ccc1Oc1ccc([N+](=O)[O-])cc1[N+](=O)[O-] | 2.3
O=C(O)C1C2CCC(O2)C1C(=O)Nc1cccc(F)c1 (centres undefined) | -0.8
CN1C(=O)C(=Cc2ccc(N(C)C)c([N+](=O)[O-])c2)C(=O)N(C)C1=O | 1.7
CSc1ccc(S(=O)(=O)Nc2cccc(F)c2)cc1 | 0.7
OC1OC[C@@H](O)[C@H](O)[C@H]1O (some centres undefined) | -1.5
CCCN1C=CC(=C/C=C(\C#N)C(=O)OCC)C=C1 | -5.7
COC(=O)CSc1nc2sc3c(c2c(=O)n1C1CCCCC1)CCN(C)C3 | -1.7
COc1ccc(-c2nc(CC(=O)O)cs2)cc1OC | -0.4
Cc1ccc(/C(C#N)=C\c2cn(C)c3ccccc23)cc1 | 1.1
CCCCn1c(=O)c2c(c3ccccc31)OCC(=O)N2 | 0.2
Cc1cccc(C(=O)O/N=C/c2c(N3CCOCC3)n(C)c3ccccc23)c1 | 1.7
CC(COc1ccccc1Cc1ccccc1)N1CCCCC1 (centres undefined) | -2.3
CCOC(=O)c1cc(-c2ccccc2)sc1NC(=O)c1ccc(OC)cc1 | 0.4
COc1ccccc1N1CCN(C/C=C/c2ccc(N(C)C)cc2)CC1 | -0.7
O=C(/C=C/c1ccccc1[N+](=O)[O-])Oc1ccccc1 | -1.4
CCc1ccccc1NC(=O)CSc1nc(-c2ccccc2)nn1C(=O)c1cccc([N+](=O)[O-])c1 | 1.7
COC(=O)CCCC1=CC2=CC(=O)C(C)(OC(=O)c3cnc4ccccc4n3)C(=O)C2=CO1 (centres undefined) | 6.1
CC(=O)C1=C(O)C(=O)N(CCCN2CCOCC2)C1c1ccccc1[N+](=O)[O-] (centres undefined) | 3.4
CCOC(=O)c1sc(N=Nc2c(O)[nH]c(=O)[nH]c2=O)c(C(=O)OCC)c1C | 2.0
CCOC(=O)c1ccc(Cl)c(NC(=O)c2cccnc2)c1 | -1.2
Cc1ccc(-n2[nH]c(C)c(C=Nc3ccc(S(=O)(=O)Nc4nccs4)cc3)c2=O)cc1 | 0.7
CCCCN(C(=O)c1cc(=O)[nH]c2ccccc12)c1c(N)n(CCC)c(=O)[nH]c1=O | 4.9
N[C@@H]1CONC1=O | -3.2
Cn1c(=O)c(C(=O)COC(=O)c2cc(-c3ccccc3)nc3ccccc23)c(N)n(Cc2ccccc2)c1=O | -1.6
C[C@@H](O)[C@H]1C(=O)N2C(C(=O)O)=C(S[C@@H]3CN[C@H](C(=O)N(C)C)C3)[C@H](C)[C@H]12 | -1.8

Another view of 3 compounds above.
CCOC(=O)c1ccc(Cl)c(NC(=O)c2cccnc2)c1
- Mtb UGM inh: -1.2
Cc1ccc(-n2[nH]c(C)c(C=Nc3ccc(S(=O)(=O)Nc4nccs4)cc3)c2=O)cc1
- Mtb UGM inh: 0.7
CCCCN(C(=O)c1cc(=O)[nH]c2ccccc12)c1c(N)n(CCC)c(=O)[nH]c1=O
- Mtb UGM inh: 4.9

(next part)
SMILES | Mtb UGM inh
O=C(c1n[nH]c2c1CCCC2)n1ccnc1 | -1.8
COc1ccc(CCNC(=O)CSc2nnc(-c3ccco3)c(-c3ccco3)n2)cc1OC | 2.7
Cc1ccc(S(=O)(=O)c2cc3c(=O)n4ccccc4nc3n(Cc3ccco3)c2=N)cc1C | -0.6
COc1ccc(NCc2ccc(OC)c(OC)c2)cc1 | -2.6
N/C(=N\OC(=O)COc1ccc2ccccc2c1Br)c1ccncc1 | 0.9
CCCn1nnnc1SCC(=O)Nc1sc(C)c(C)c1C#N | -1.0
CC(C)Oc1ccc(-c2nn(-c3ccccc3)cc2/C=c2\sc3ncnn3c2=O)cc1 | 2.0
CCn1c(CSc2nnc(-c3cccnc3)n2-c2ccccc2C)nc2cc(C(=O)O)ccc21 | 1.0
CCc1nn(CC(=O)NCCCN(CC)c2cccc(C)c2)c(=O)c2cc3occc3n12 | -0.9
CCN1C(=O)C2(C(C(=O)c3cc4ccccc4o3)=C(O)C(=O)N2CCCN(C)C)c2ccccc21 (centres undefined) | 2.6
Cc1ccc(-c2nc(SCC(=O)NCCN3C(=O)CSC3=O)[nH]c2-c2ccc(C)cc2)cc1 | -0.4
O=C(NC1CCCCC1)NC1CC2CCC(C1)N2C(=O)NCc1ccccc1 (centres undefined) | 3.9
O=C1c2ccccc2C(=O)N1c1ccc(Cl)cc1 | 0.9
CSC1=C(C#N)C2(CCCC2)C(C#N)=C(N)N1 | 1.7
CC1(C)CC(=O)C2=C(C1)N(c1ccc(F)cc1)C(=O)C2(NC(=O)c1ccccc1)C(F)(F)F (centres undefined) | -1.4
C[C@H](C(=O)C=[N+]=[N-])N1C(=O)c2ccccc2C1=O | -0.6
N#C[C@@H]1[C@@H]2C(=O)N(c3ccc4c(c3)OCCO4)C(=O)[C@@H]2C2c3ccccc3C=CN21 (some centres undefined) | 0.8
CCOC(=O)c1ccc(NS(=O)(=O)c2ccc(Cl)nc2)cc1 | 0.8
CCn1cc(C(=O)NC2CCC(C)CC2)c(=O)c2cc(S(=O)(=O)N3CCCCC3)ccc21 (centres undefined) | 0.8
Cc1c(Cl)cccc1NC(=S)N/N=C/c1ccccc1Cl | 4.1
Cc1ccc(-n2c(SCC3CNC(=O)O3)nnc2-c2ccccc2)cc1C (centres undefined) | 0.2
NS(=O)(=O)c1ccc(CNC(=O)/C=C/c2c(Cl)cccc2Cl)cc1 | -4.3
COc1ccc(CN2C(=O)Cc3c2nc(N)c2c(N)nc(N4CCCCC4)c(C#N)c32)cc1 | -2.4
O=C(O)C1CCCCC1C(=O)Nc1cc(Cl)ccc1Cl (centres undefined) | -0.5
CS(=O)(=O)N(Cc1nc2sc3c(c2c(=O)[nH]1)CCCC3)C1CCCCC1 | -0.3

4 entries from above, as a markdown table:
| molecule | Mtb UGM inh |
| --- | --- |
| O=C(c1n[nH]c2c1CCCC2)n1ccnc1 | -1.8 |
| COc1ccc(CCNC(=O)CSc2nnc(-c3ccco3)c(-c3ccco3)n2)cc1OC | 2.7 |
| Cc1ccc(S(=O)(=O)c2cc3c(=O)n4ccccc4nc3n(Cc3ccco3)c2=N)cc1C | -0.6 |
| COc1ccc(NCc2ccc(OC)c(OC)c2)cc1 | -2.6 |

Ordered by number of heavy atoms (rising): part of the list above
SMILES | Mtb UGM inh
N[C@@H]1CONC1=O | -3.2
COc1ccc(-c2nc(CC(=O)O)cs2)cc1OC | -0.4
O=C(CN1N=C(c2ccc(Cl)cc2)CCC1=O)NCc1cccs1 | 3.0
C=C(C)C(=O)Nc1cccc(C2=NOC3(C2)C[C@@H](C(N)=O)N(C(=O)c2ccc(Cl)cc2)C3)c1 (some centres undefined) | -0.1

The results go on:
SMILES | Mtb UGM inh
O=C(c1ccc2c(c1)OCCO2)N1CCN(c2ccc([N+](=O)[O-])cc2)CC1 | 0.9
Cn1c(C(=O)N2CCCc3ccccc32)cc2c(=O)n3ccccc3nc21 | 5.4
Cc1sc(/N=C/c2c(O)ccc3ccccc23)c(C#N)c1C | -1.2
Nc1ccc(Br)c2c1C(=O)c1ccccc1C2=O | -2.9
O=C1NC(=O)N(Cc2ccccc2)C(=O)/C1=C/c1cnn(-c2ccccc2)c1 | 3.2
CN(C)[C@@H]1C(=O)C(C(N)=O)=C(O)[C@@]2(O)C(=O)C3=C(O)c4c(O)cccc4[C@@](C)(O)[C@H]3C[C@@H]12 | 4.2
CC(C)(C)C(O)/C=C/c1ccc2c(c1)OCO2 (centres undefined) | 2.6
CCOC(=O)C1=C(c2ccccc2)NC(=S)NC1c1ccc(Cl)c([N+](=O)[O-])c1 (centres undefined) | -3.6
CSc1ccc(CNc2ccccc2)cc1 | -2.0
CCOC(=O)C(NC(C)=O)(N1CCOCC1)C(F)(F)F (centres undefined) | -0.8
CC(=O)Nc1ccc(Cc2nc3c([nH]2)c(=O)n(C)c(=O)n3C)cc1 | 0.8
Cc1cc(C)n(-c2nc(SCC(=O)O)c3c4c(sc3n2)CCCC4)n1 | -1.1
O=C(COC(=O)/C=C/c1cccc(Cl)c1)Nc1ccccc1-c1ccccc1 | -1.0
O=C(Nc1cccc(F)c1)c1c(O)c2cccc3c2n(c1=O)CCC3 | -1.3
COC(=O)c1ccccc1NC(=O)Cn1nc2n(C)c3ccccc3n2c(=O)c1=O | -1.4
CN1C(=O)C(=Cc2ccc(-c3cccc(Cl)c3)o2)C(=O)N(C)C1=O | -3.2
CCCCN(CC)S(=O)(=O)c1ccc(C(=O)Nc2nnc(-c3cccs3)o2)cc1 | -1.0
C#CCOCCOCCOCCNc1nc(N2CCN(C(=O)[C@H]([C@@H](C)CC)n3cc([C@@H](N)CO)nn3)CC2)nc(N2CCN(C(=O)[C@H](Cc3cc4ccccc4[nH]3)n3cc([C@@H](N)Cc4ccc(O)cc4)nn3)CC2)n1 | -1.0
O=C(CN1C(=O)COc2ccc(S(=O)(=O)N3CCCC3)cc21)NC1CCCCCCC1 | -1.5
CC1CCN(CCCNC(=O)c2ccc(Cn3c(=S)[nH]c4ccc(Br)cc4c3=O)cc2)CC1 | 2.0
O=C1C([N+](=O)[O-])=C(O)c2cccc3cccc1c23 | -1.2
CN(Cc1cc([N+](=O)[O-])c2cccnc2c1O)C1CCCCC1 | -0.3
Cn1c(=O)c2c(ncn2CC(=O)N/N=C/C=C\c2ccccc2[N+](=O)[O-])n(C)c1=O | -0.3
CCN1CCN(c2ccc(NC(=O)c3cnccn3)cc2)CC1 | 1.9
C[C@@H]1C[C@H]2OC(=O)C3(CO3)[C@H]2[C@H](O)[C@]2(C)C(=O)C3OC3[C@@H]12 (some centres undefined) | 0.3
SMILES | Mtb UGM inh
Cc1ccccc1C([O-])=Nc1ccc[n+](-c2nc3ccccc3nc2NS(=O)(=O)c2ccccc2)c1 | 0.5
CC1=C(C(=O)Nc2ccccc2)C(c2ccc(C)o2)N2C(=O)CSC2=N1 (centres undefined) | 0.3
O=C(Nc1cc2cc([N+](=O)[O-])ccc2oc1=O)c1cccs1 | 0.0
O=S(=O)(c1ccc(-c2ccon2)s1)N1CCN(c2ccncc2)CC1 | 0.3
O=S(=O)(c1ccc(F)cc1)N1CCCc2ccccc21 | 4.5
O=C1C(Cc2ccccc2)Nc2ncnc(N3CCc4ccccc4C3)c2N1Cc1ccc(Br)cc1 (centres undefined) | 2.3
CC1(OC(=O)c2ccc(Cl)nc2)C(=O)C=C2C=C(C3CC3)OC=C2C1=O (centres undefined) | 1.0
O=C(NCc1ccco1)C1CCCN(S(=O)(=O)c2cccc3nonc23)C1 (centres undefined) | 2.6
Cn1c2ccccc2c2nnc(SCc3nnc(-c4ccccc4)o3)nc21 | -0.8
CCOCCn1c(=NC(=O)c2cc(Cl)sc2Cl)sc2cc(S(N)(=O)=O)ccc21 | 3.0
Cc1ccc2c(c1)-n1c(nc3ccc(C)cc3c1=O)C(Cc1ccccc1)NC2=O (centres undefined) | -0.6
CS(=O)(=O)c1nc(-c2cccs2)cc(C(F)(F)F)n1 | 3.9
CCc1cc2c(=O)c(-c3ccc(F)cc3)c(C(F)(F)F)oc2cc1OCC(=O)O | 0.0

An excerpt. The share of hits here may be higher or lower than overall.
